Source: PubChem BioAssay (NCI)
All columns: NCI-60 one-dose screen, growth in % after 48 h at 10 µM unless noted; 100 = growth as untreated, 0 = no growth, -100 = all killed.
MDA-MB-231 = MDA-MB-231 breast cancer. 81,000 tested, 5% active
MOLT-4 = MOLT-4 leukemia cells; AID 1794779; 80,000 tested, 6.9% active
MDA-MB-468 = MDA-MB-468 breast cancer; 78,000 tested, 8.5% active; AID 2202374
MCF7 = MCF7 breast cancer; 82,000 tested, 6.3% active
K-562 = K-562 leukemia; 78,000 tested, 7.4% active
MDA-MB-435 = MDA-MB-435 melanoma; 82,000 tested, 7.8% active
RPMI-8226 = RPMI-8226 leukemia cells; 77,000 tested, 7.5% active; AID 1794781
SR = SR leukemia cells | 73,000 tested, 8.7% active
Numbers without * were called inactive; x = not tested or not shown; & = joins results of further samples. How the source made its calls: active means growth percent below 10; inactive means the rest.

SMILES | MDA-MB-231 | MOLT-4 | MDA-MB-468 | MCF7 | K-562 | MDA-MB-435 | RPMI-8226 | SR
C=CCn1c(SCC(=O)Nc2ccc(C(=O)/C=C/c3ccc(Br)cc3)cc2)nnc1-c1c[nH]c2ccccc12 | 86 | 66 | 86 | 23 | 67 | 95 | 3.6* | 70
CCCC(=O)Oc1ccc(/C(=C(\C)c2ccccc2)c2ccc(OCCN(CC)CC)cc2)cc1 | 93 | 54 | 62 | 34 | 16 | 73 | 55 | 28
Cc1c(C(C)C)cc(C(C)C)c(CN(C)C)c1C | 111 | x | 106 | 97 | x | 113 | 117 | x
S=C(N/N=C\c1ccccc1)N/N=C/c1ccccc1 | 88 | 108 | 105 | 112 | 79 | 108 | 66 | 84
C[C@@H]1N=C(c2ccccc2)Nc2nc3ccccn3c2C1=O | 90 | 98 | 100 | 67 | 108 | 92 | 96 | 106
CCOC(=O)/C=C/c1ccc(OC)cc1 | 101 | 97 | 89 | 103 | 105 | 101 | 99 | 101
O=C(CCN1CCCCC1)C(c1ccccc1)c1ccccc1 | x | 97 | 102 | 71 | 98 | 104 | x | 86
O=C(O)c1ccc(Br)cc1C(=O)O | 110 | 104 | 107 | 95 | 91 | 109 | 108 | 97
CCOC(=O)c1sc2ncnc(Nc3ccc(OCc4cccc(F)c4)c(Cl)c3)c2c1C | 94 | 101 | 91 | 95 | 91 | 109 | 101 | 94
O=C(CSc1nnc(/C=C\c2ccco2)c(=O)[nH]1)c1ccc(Cl)cc1 | 99 | 96 | 43 | 19 | 62 | 105 | x | 98

Given as comma-separated lines: entries from further up.
mol,MDA-MB-231,MOLT-4,MDA-MB-468,MCF7,K-562,MDA-MB-435,RPMI-8226,SR
CCCC(=O)Oc1ccc(/C(=C(\C)c2ccccc2)c2ccc(OCCN(CC)CC)cc2)cc1,93,54,62,34,16,73,55,28
C[C@@H]1N=C(c2ccccc2)Nc2nc3ccccn3c2C1=O,90,98,100,67,108,92,96,106
O=C(CCN1CCCCC1)C(c1ccccc1)c1ccccc1,x,97,102,71,98,104,x,86
CCOC(=O)c1sc2ncnc(Nc3ccc(OCc4cccc(F)c4)c(Cl)c3)c2c1C,94,101,91,95,91,109,101,94
O=C(O)c1ccc(Br)cc1C(=O)O,110,104,107,95,91,109,108,97

New compounds follow.
SMILES | MDA-MB-231 | MOLT-4 | MDA-MB-468 | MCF7 | K-562 | MDA-MB-435 | RPMI-8226 | SR
CC(=O)c1cccc(Nc2ncnc3ccc(NC(=O)c4cccs4)cc23)c1 | 54 | 46 | 28 | 62 | 37 | 52 | 28 | 52
C=CCn1cc(-c2nc3ccc(C(=C(C#N)C#N)c4ccccc4)cc3[nH]2)c2cc(-c3ccc4ccccc4c3)ccc21 | 98 | 87 | 106 | 86 | 91 | 103 | 103 | 94
Cc1ccc(-c2nc(N3CCCC3=O)sc2Br)cc1 | 79 | 86 | 72 | 88 | 43 | 40 | 102 | 38
O=c1oc2cc(OS(=O)(=O)c3ccccc3)c(Cl)cc2c2c1CCCCC2 | 87 | 52 | x | 92 | 53 | 91 | 46 | 53
CC(C)(COC(=O)Nc1ccccc1)[N+](=O)[O-] | 114 | 97 | 105 | 99 | 87 | 100 | 93 | 101
O=C1C2=C(Nc3ccccc3N2)OC1c1c[nH]c2ccc(COc3ccccc3)cc12 (stereo not drawn) | 68 | 87 | 65 | 64 | 84 | 94 | 88 | 83
O=c1ccn2c(n1)SC(c1ccccc1)C2 (stereo not drawn) | 110 | 99 | 104 | 97 | 104 | 104 | 100 | 99
CCOC(=O)c1c2c(c(C)n1C)-c1[nH]ncc1CC2 | 76 | 82 | x | 91 | 101 | 100 | 82 | 69
O=S(=O)(Nc1cccc2ccccc12)c1ccc(-c2cnc(C3CC3)o2)cc1 | 28 | 22 | 0.9* | 22 | 8.5* | -40* | 14 | 21
Cc1noc(NS(=O)(=O)c2ccc(N=Nc3cc(N=Nc4ccc(S(=O)(=O)Nc5onc(C)c5C)cc4)c4c(NC(=O)C(Cl)Cl)cccc4c3OC(=O)C(Cl)Cl)cc2)c1C | 61 | 89 | 68 | 48 | 106 | 88 | 85 | 76
COc1cc(-c2nc(SCC(C)C)nc(Nc3ccccc3)c2C#N)cc(OC)c1OC | 86 | 78 | 109 | 95 | 89 | 94 | 100 | 75
CN(C(=O)Nc1ccccc1)c1ccccc1 | 120 | 100 | 96 | 92 | 100 | 107 | 97 | 105
CCC(C(O)c1ccccc1)[N+](=O)[O-] (stereo not drawn) | 100 | 119 | 103 | 90 | 81 | 95 | x | 120
CCCC(=O)CC(=O)CC(C)C | 108 | 102 | 98 | 98 | 115 | 109 | 99 | 96
Nc1nc2ncnc3ncn1c32 | 87 | 88 | 28 | 68 | 64 | 90 | 68 | 67
COc1ccc(N2CCN(c3ncnc4sc5c(c34)CCN(C(=O)OC(C)(C)C)C5)CC2)cc1 | 82 | 82 | 95 | 102 | 85 | 108 | 87 | 86
COc1cc(-c2nc3ccccc3[nH]2)ccc1OCC(=O)N=Nc1c(O)[nH]c2ccc([N+](=O)[O-])cc12 | 102 | 107 | 112 | 104 | 99 | 110 | 125 | 95
NS(=O)(=O)Oc1ccc(C(=O)NC23CC4CC(CC(C4)C2)C3)cc1F | 110 | 102 | 109 | 90 | 84 | 103 | x | 89
COc1ccc(-c2ccc(NC(=O)Nc3ccc(Cl)c(C(F)(F)F)c3)c(C)n2)cc1OC | 88 | 44 | 49 | 58 | 49 | 78 | 44 | 60
Nc1ccc(-c2nc3ccc4[nH]ncc4c3c3c2CCCC3)cc1F | 38 | 19 | 7.2* | 29 | 30 | 14 | 27 | 11
O=S(=O)(Nc1ncccn1)c1ccc(-n2c(-c3ccc(F)cc3)nc(-c3ccccc3)c2-c2ccccc2)cc1 | 62 | 54 | 46 | 40 | 77 | 74 | 51 | 61
O=c1[nH]nc(-c2ccc(Br)cc2)cc1Cc1cccc(Cl)c1 | 98 | 95 | 121 | 99 | 91 | 125 | 83 | 68
COc1cc(C(=O)N(c2ccc(F)cc2)C(C(=O)NCc2ccccc2)c2ccc(OC)c(OC)c2OC)cc(OC)c1OC (stereo not drawn) | 96 | 88 | 85 | 102 | 92 | 108 | 100 | 88
Cc1ccc([N+](=O)[O-])cc1O | 109&93 | 100&106 | 104&92 | 100&96 | 98&106 | 117&105 | 98&101 | 92&105
COc1cc(C(=O)c2c(-c3ccccc3)oc3ccccc23)cc(OC)c1O | 60 | 29 | 0.9* | 22 | 17 | -31* | 25 | 14
CC1(C)CC[C@]2(C=O)CC[C@]3(C)[C@@H](NC(=O)C[C@@H]4[C@@]5(C)CCC(=O)C(C)(C)[C@@H]5CC[C@]43C)[C@@H]2C1 | 102 | 100 | 102 | 95 | 92 | 102 | 104 | 88
Cc1nn(-c2ccccc2)c2nc3c(cc12)C(=O)c1ccccc1-3 | 111 | 105 | 102 | 81 | 104 | 110 | 99 | 85
Nc1nonc1-n1nncc1-c1cccnc1 | 111 | 91 | x | 93 | 105 | 102 | 105 | 103
N=C1/C(=C2\Nc3ccccc3S2)CC(=O)N1c1ccc(C(N)=O)cc1 | 111 | 103 | x | 96 | 96 | 91 | 90 | x
COc1c(Cl)c2c(c(OC)c1OC)-c1ccc(SC)c(=O)cc1[C@@H](NC(=O)OCC(F)(F)F)CC2 | -1.0* | 3.8* | -15* | 15 | 7.4* | -37* | 2.6* | -0.2*
O=CN1N=C(c2ccc(F)cc2)CC1c1cn(Cc2ccc(Cl)cc2)c2ccccc12 (stereo not drawn) | 75 | 63 | 51 | 78 | 44 | 78 | 56 | 49
O=C(CNCCO)Nc1ccc2ncnc(Nc3ccc(OCc4cccc(F)c4)c(Cl)c3)c2c1 | 88 | 78 | -18* | 82 | 28 | 97 | 88 | 13
CCOC(=O)c1cc(C(=O)c2cc(OC)cc(OC)c2)n2ncccc12 | 54 | 33 | 26 | 25 | 18 | 1.2* | 29 | 32
COc1cc(CNC(=O)CCCC/C=C/C(C)C)ccc1OCc1nnc(Nc2ccc([N+](=O)[O-])cc2)o1 | 67 | 84 | 54 | 55 | 60 | 72 | 52 | 64
O=C(N/N=C/c1ccc(F)cc1)c1ccc(C(F)(F)F)nc1Nc1cccc(C(F)(F)F)c1 | -11* | -20* | x | -19* | -6.2* | 25 | -50* | -31*
C=CCN1C(=O)/C(=C/c2ccc(N(C)C)cc2)SC1=Nc1ccc(Cl)c(Cl)c1 | 91 | 99 | 83 | 59 | 84 | 27 | 108 | 72
COc1cc(C=Nc2oc(-c3ccccc3)c(-c3ccccc3)c2C#N)cc(CN2CCOCC2)c1O | 103 | 94 | 98 | 100 | 101 | 97 | 101 | x
CC(C)(C)c1cc(/N=C/c2ccc(Cl)cc2)n(-c2ccccc2)n1 | 109 | 95 | 102 | 88 | 77 | 94 | 55 | 71
COc1cccc2cc(-c3cc(-c4ccc(-c5cc(-c6cc7cccc(OC)c7oc6=O)nc(-c6cc7cccc(OC)c7oc6=O)c5)cc4)cc(-c4cc5cccc(OC)c5oc4=O)n3)c(=O)oc12 | 89 | 110 | 116 | 97 | 95 | 114 | 100 | 74
CC(=O)Oc1ccc(OC(C)=O)c2c1CC(C)=C(C)C2 | 101 | 80 | 49 | 78 | 70 | 105 | 68 | 52
COC(=O)C1=CC(c2cc3ccccc3o2)=C(C#N)C(=O)NN1 | 95 | 99 | x | 95 | 99 | 112 | 94 | 88
C=CCN1C(=O)/C(=C/C(=O)OCC)S/C1=N\Nc1cc(=O)[nH]c2ccc(Br)cc12 | 100 | 107 | 100 | 86 | 92 | 98 | 87 | 83
CCn1cc(C(=O)NN=C2CCN(C)CC2)c(=O)c2ccc(C)nc21 | 105 | 97 | 94 | 90 | 88 | 88 | 102 | 100
C#CC(C)(CC)NC(=O)c1cc(-c2cccc(OC)c2)on1 (stereo not drawn) | 116 | 88 | 101 | 79 | 89 | 101 | 90 | 89
COc1ccc(NC(=O)CSc2nnc(COc3cnc4ccccc4n3)o2)cc1 | 86 | 122 | 101 | 92 | 112 | 100 | 98 | x
C=CCn1c(SCC(=O)Nc2ccc(Cl)cc2)nnc1-c1cc(-c2ccc(Cl)cc2)nc2ccccc12 | 96 | 100 | 122 | 87 | 89 | 109 | 105 | 95
Cc1ccc(-c2nc3nc(-c4ccc(F)cc4)nc(N4CCCNCC4)c3o2)cc1 | -85* | -61* | -76* | -72* | -28* | -96* | -62* | -37*
CCCCSc1ncc(C)c(NC)n1 | 115 | 94 | 106 | 102 | 95 | 105 | 103 | 91
COc1cc(C2Cc3ncccc3-c3nc(N)c4cccnc4c32)cc(OC)c1OC (stereo not drawn) | 90 | 104 | 118 | 102 | 91 | 64 | 112 | 89
CC1=C(C(=O)c2cnccn2)C(c2ccc(O)cc2)NC(=O)N1 (stereo not drawn) | 99 | 104 | 102 | 97 | 90 | 100 | 120 | 103

The list continues.
SMILES | MDA-MB-231 | MOLT-4 | MDA-MB-468 | MCF7 | K-562 | MDA-MB-435 | RPMI-8226 | SR
O=C(O)c1ccc(-n2cc(CO)c(-c3ccc(F)cc3F)n2)cc1 | 111 | 96 | 117 | 86 | 91 | 106 | 95 | 103
COc1ccc(-c2nc(N/N=C/c3cccc(F)c3)nc(N3CCOCC3)c2C#N)cc1 | 82 | 77 | 111 | 85 | 93 | 112 | 92 | 44
NN(Cc1ccccc1)Cc1ccccc1 | 110 | 102 | 116 | 114 | 100 | 119 | 89 | x
CCOc1c(Br)cc(C2C(C(=O)OC)=CN(C)C=C2C(=O)OC)cc1OC | 49 | 60 | 0.4* | 36 | 8.7* | 47 | 7.4* | 8.7*
CC1=C(Nc2ccc(N3CCN(C)CC3)cc2)C(=O)c2cncnc2C1=O | -10* | -12* | x | 62 | 9.7* | -84* | 42 | 26
COc1ccc(C2CC(c3ccc(OC)cc3OC)=NN2c2ccc(S(N)(=O)=O)cc2)cc1 (stereo not drawn) | 110 | 62 | 65 | 86 | 58 | 103 | 2.1* | 70
CCCCNCC(O)(c1ccc(Cl)cc1)c1ccc(Cl)cc1 | 101 | 80 | 47 | 91 | 42 | 99 | 32 | 57
Cc1ccc(Nc2nnc(-c3cc(F)c(F)c(F)c3)o2)c(C)c1 | 44 | 94 | 81 | 80 | 90 | 97 | 104 | x
CC[C@@]1(O)C(=O)OCc2c1cc1n(c2=O)Cc2c-1nc1ccccc1c2/C=N/OC(C)(C)C | 24 | -11* | -44* | 2.4* | 7.6* | 14 | -2.8* | -6.3*
O=C(CN1CCN(c2cc(=O)n(-c3ccccc3)c3ccccc23)CC1)Nc1ccc([N+](=O)[O-])cc1 | 77 | 90 | 62 | 88 | 71 | x | x | 89
N#Cc1cnn(C(=O)c2ccccc2Br)c1NC(=O)c1ccccc1Br | x | 95 | 92 | 94 | 97 | 99 | 97 | 73
O=S(=O)(Oc1ccc(-c2cn3ccoc3n2)cc1)c1ccc(Cl)c(Cl)c1 | 102 | 93 | 83 | 90 | 97 | 101 | 91 | 92
Cc1c(CC(=O)O)c(=O)n(-c2ccccc2)n1C | 105 | 99 | 96 | 100 | 98 | 99 | 100 | x
COc1ccc(Cc2cnc(N)nc2N)cc1OC | 95 | 104 | 104 | 100 | x | 107 | 102 | 99

3 records drawn at random from the list so far:
SMILES | MDA-MB-231 | MOLT-4 | MDA-MB-468 | MCF7 | K-562 | MDA-MB-435 | RPMI-8226 | SR
COc1ccc(Cc2cnc(N)nc2N)cc1OC | 95 | 104 | 104 | 100 | x | 107 | 102 | 99
N#Cc1cnn(C(=O)c2ccccc2Br)c1NC(=O)c1ccccc1Br | x | 95 | 92 | 94 | 97 | 99 | 97 | 73
Cc1c(CC(=O)O)c(=O)n(-c2ccccc2)n1C | 105 | 99 | 96 | 100 | 98 | 99 | 100 | x
